Screens as filed in PubChem.
STK33 inh: inhibitors of purified STK33 kinase, primary screen, biochemical, ADP-Glo luminescence, homogeneous, cell-free; Serine/threonine-protein kinase 33 (Homo sapiens), Q9BYT3; MBP phosphorylation; inhibition, % at 10 µM; hit rate 0.073% among 320,000; AID 2661, 2010;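 active means inhibition at or above 25%, using the most active replicate where run in duplicate; inactive means inhibition below 25%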
Target sequence (Q9BYT3 whole entry, looked up): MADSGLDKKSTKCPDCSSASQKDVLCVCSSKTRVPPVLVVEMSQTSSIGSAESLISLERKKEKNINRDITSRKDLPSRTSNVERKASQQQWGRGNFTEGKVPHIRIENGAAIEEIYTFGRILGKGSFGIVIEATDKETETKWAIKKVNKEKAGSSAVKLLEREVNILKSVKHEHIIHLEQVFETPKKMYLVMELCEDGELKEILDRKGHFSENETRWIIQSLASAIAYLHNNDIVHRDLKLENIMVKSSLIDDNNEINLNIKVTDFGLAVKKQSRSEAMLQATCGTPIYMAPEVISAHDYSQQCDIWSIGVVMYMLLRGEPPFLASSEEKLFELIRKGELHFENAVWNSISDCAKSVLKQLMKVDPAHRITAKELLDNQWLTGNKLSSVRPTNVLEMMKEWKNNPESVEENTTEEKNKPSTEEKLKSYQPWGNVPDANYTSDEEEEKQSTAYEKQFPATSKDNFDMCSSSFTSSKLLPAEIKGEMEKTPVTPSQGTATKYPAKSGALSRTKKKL
Kir21 inh: inhibitors of mouse Kir2.1 inward-rectifier potassium channel; HEK293-Kir2.1, FluxOR thallium flux fluorescence; hits give low values; Inward rectifier potassium channel 2 (Mus musculus), P35561; B-score at 10 µM; hit rate 0.85% among 310,000;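 active means fluorescence ratio B-score at or below minus 3 SD of library scores, with starting-brightness B-score within 2 SD, cut at about -4.2 in these data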;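 further: channel flux triggered by added potassium and thallium sulfate stimulus; B-score of peak minus minimum fluorescence over baseline after thallium stimulus; more negative B-score means stronger Kir2.1 block with less thallium influx; some compounds called inactive have numbers as strong as hits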
Target sequence (P35561 whole entry, looked up): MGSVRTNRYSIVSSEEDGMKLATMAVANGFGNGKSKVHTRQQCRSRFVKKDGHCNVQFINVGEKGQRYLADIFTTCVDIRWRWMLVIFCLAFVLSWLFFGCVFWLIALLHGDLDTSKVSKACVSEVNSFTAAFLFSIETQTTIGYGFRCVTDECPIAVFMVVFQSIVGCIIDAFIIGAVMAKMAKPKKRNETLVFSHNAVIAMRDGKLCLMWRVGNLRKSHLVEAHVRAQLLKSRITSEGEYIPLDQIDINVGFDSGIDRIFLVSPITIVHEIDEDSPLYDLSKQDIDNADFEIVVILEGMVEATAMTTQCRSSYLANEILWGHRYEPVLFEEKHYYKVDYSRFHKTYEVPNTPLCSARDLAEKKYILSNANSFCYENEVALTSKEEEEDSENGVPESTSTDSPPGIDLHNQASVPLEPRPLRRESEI
* = called active by the depositor; · = not tested or not shown.

SMILES | STK33 inh | Kir21 inh
CCOc1ccc(NC(=S)NC(=O)c2cncc(Br)c2)cc1 | -1.6 | 0.44
COc1ccccc1CC1(C)NC(=O)N(CC(=O)N2CC(C)OC(C)C2)C1=O (stereo not given) | -0.4 | -0.9
Cc1ccc(OCC(=O)OC2CCS(=O)(=O)C2)cc1 (stereo not given) | -1.4 | -0.86
CCc1ccccc1NC1=NCC(=O)N1Cc1ccc2c(c1)OCO2 | -0.1 | -1.82
CCN(CCCNC(=O)C1CCCN(S(=O)(=O)c2cnc[nH]2)C1)c1ccccc1 (stereo not given) | 0.1 | 1.42
NC(=O)c1nsc(C(=O)N(c2ccc(F)cc2)C(C(=O)NCC2CCCO2)c2ccc3ncccc3c2)c1N (stereo not given) | -2.2 | 1.51
C/C(=N\NC(=O)c1nnn(-c2nonc2N)c1CN(C)c1ccccc1)c1cccc(O)c1 | -1.4 | -1.29
CCOc1cc(C(=O)NC2CC(C)(C)NC(C)(C)C2)cc(OCC)c1OCC | -2.2 | -0.06
COc1ccc(NC(=O)CSc2ccccn2)cc1 | -0.8 | 0.59
O=C(NCCCc1ccccc1)c1cncc(Br)c1 | 1.2 | -1.72
COc1ccccc1CNC(=O)COC(=O)c1ccc(S(=O)(=O)N2CCCC2)cc1 | 0.5 | -0.02
O=C(c1ccccc1)N(Nc1ccccc1)c1ccccc1 | -0.3 | -0.94
S=c1[nH]nc(COc2ccc(Cl)cc2)o1 | 0.1 | 0.8
O=C(Nc1cccc(-c2csc(Nc3ccc(Cl)cc3)n2)c1)c1cccc(C(F)(F)F)c1 | -0.1 | -0.03
O=c1oc2ccccc2c2oc3cc(O)c(O)cc3c12 | -0.1 | -0.25
Cc1ccc(C)c(C(=O)CCC(=O)Nc2ccc(N3CCN(C)CC3)cc2C)c1 | -0.8 | ·
COc1ccc2oc(C(=O)OCC(=O)N3CCN(S(=O)(=O)c4ccc(C)cc4)CC3)c(C)c2c1 | -0.7 | 0.27
Cc1ccc(C)c(NC(=O)c2cc(-c3ccccc3)nn2-c2ccccc2)c1 | 0.8 | 0.53
Oc1cccc(/C=N/N=C/c2cccc(O)c2O)c1O | -0.4 | 0.55
COc1ccc(S(=O)(=O)N2CCCCC2)cc1NC(=O)CSc1ncccn1 | -1.7 | ·
O=C1CN(C(=O)COC(=O)/C=C/c2ccc(OC(F)F)cc2)c2ccccc2N1 | -1.2 | -1.83
COc1cccc(CNC(=O)CCNS(=O)(=O)c2ccc3[nH]c(=O)oc3c2)c1 | · | -0.31
CCOC(=O)C1CCN(C(=O)CN(C)S(=O)(=O)c2ccc3c(c2)c(=O)n(C)c(=O)n3C)CC1 | -1.3 | 0
CCOc1cc(CNC2CCCC2)cc(Cl)c1OCc1ccc(F)cc1 | 0.1 | -11.1*
CCN(C(=O)/C=C/c1ccc2c(c1)OCO2)c1ccccc1 | 3.1 | 0.41

The listing continues.
SMILES | STK33 inh | Kir21 inh
CC(/C=C1\SC(=S)N(CCC(=O)Nc2ccccc2O)C1=O)=C\c1ccccc1 | 0.4 | 0.19
Cc1cc(=O)[nH]c(N/N=C/c2ccc(OC(=O)c3ccco3)cc2)n1 | -0.8 | 0.52
CCC(c1nnnn1C(C)(C)CC)N(CCCN1CCOCC1)Cc1cc2cccc(C)c2[nH]c1=O (stereo not given) | -0.5 | -1.17
CCCNC(=O)c1ccc(N2CCC3(CC2)CC(c2cccc(Br)c2)=NO3)c(N)c1 | -0.1 | ·
COc1ccc(Nc2ncc(C#N)c(N)n2)c(OC)c1 | 1.6 | -0.19
CCn1c(CSc2nc(C)cc(C)n2)nnc1SCC(=O)Nc1cccc2ccccc12 | -1.7 | 1.7
CC(C)(C)C(=O)Nc1ccc(C(=O)Nc2cccc(Oc3ccc(C(=O)O)c(C(=O)O)c3)c2)cc1 | -1.7 | 0.52
COc1ccc(C(=O)Cc2ccc(OC)c(OC)c2)c(OC)c1 | -1.5 | -0.86
CCC(C)NC(=O)CSc1nnc(-c2cc(-c3ccc(C)cc3)nc3ccccc23)n1N (stereo not given) | -1.0 | 1.7
Cc1cccc(CN2CCN(Cc3ccc4nonc4c3)CC2CCO)n1 (stereo not given) | -0.8 | 1.05
COc1ccc(N(CC(=O)NCc2ccccc2)C(=O)CCC(=O)Nc2cc(C)ccn2)c(OC)c1 | 0.0 | 0.43
CNC(=S)NCc1ccc2[nH]c3c(c2c1)CCCC3 | 1.4 | -0.13
COC(=O)/C=C1\S/C(=N/N=C/c2ccco2)NC1=O | -0.6 | 0.82
Cc1cc(C(=O)Cn2cnc3cc(F)ccc3c2=O)c(C)n1C1CC1 | -0.2 | ·
Cc1ccc(C(C(=O)NC2CCCCC2)N(Cc2cccnc2)C(=O)c2csnn2)cc1 (stereo not given) | -1.1 | 1.62
Cc1occc1-c1nnc(SCC(=O)Nc2ccccc2)n1C | -0.1 | 0.68
O=C(OCC(=O)c1ccc[nH]1)c1ccc(C(F)(F)F)cc1 | -1.2 | ·
COC(=O)C1(C(=O)OC)Sc2ccccc2C1=O | -3.3 | -0.22
Cc1ccc(NC(=O)COC(=O)C2(c3ccc(Cl)cc3)CCCC2)cc1 | -0.7 | 0.38
Cc1nc(-c2ccncc2)sc1C(=O)Nc1ccc(Br)cc1 | -0.7 | 1.12
O=C(Nc1ccc(-c2cn3ccsc3n2)cc1)C1CCCC1 | 0.0 | -0.62
Cn1cccc1Cc1nnc(SCC(=O)NC2CCCCC2)n1CCc1ccccc1 | -0.9 | -0.58
Cc1ccc(-n2c(C)cc(C(=O)CSc3nncs3)c2C)cc1 | -2.1 | 0.36
Oc1csc(Cc2nc(-c3ccccc3F)cs2)n1 | -2.3 | -0.67
Cc1c(C(=O)NCc2ccccc2)oc2c1C(=O)CCC2 | 0.0 | 0.46

7 compounds picked at random from those above, as already listed:
SMILES | STK33 inh | Kir21 inh
Cc1cc(C(=O)Cn2cnc3cc(F)ccc3c2=O)c(C)n1C1CC1 | -0.2 | ·
CC(C)(C)C(=O)Nc1ccc(C(=O)Nc2cccc(Oc3ccc(C(=O)O)c(C(=O)O)c3)c2)cc1 | -1.7 | 0.52
Cc1ccc(NC(=O)COC(=O)C2(c3ccc(Cl)cc3)CCCC2)cc1 | -0.7 | 0.38
COC(=O)/C=C1\S/C(=N/N=C/c2ccco2)NC1=O | -0.6 | 0.82
COc1ccc(Nc2ncc(C#N)c(N)n2)c(OC)c1 | 1.6 | -0.19
Cc1ccc(C(C(=O)NC2CCCCC2)N(Cc2cccnc2)C(=O)c2csnn2)cc1 (stereo not given) | -1.1 | 1.62
CCn1c(CSc2nc(C)cc(C)n2)nnc1SCC(=O)Nc1cccc2ccccc12 | -1.7 | 1.7

Returning to the listing with the 2 entries that preceded the break.
SMILES | STK33 inh | Kir21 inh
Oc1csc(Cc2nc(-c3ccccc3F)cs2)n1 | -2.3 | -0.67
Cc1c(C(=O)NCc2ccccc2)oc2c1C(=O)CCC2 | 0.0 | 0.46
O=C(CSc1ccc(-c2cccnc2)nn1)c1ccc([N+](=O)[O-])cc1 | 1.1 | -0.23
CCc1ccc(NC(=O)CSc2nnc(CNC(=O)c3cccs3)o2)cc1 | -0.9 | 1.14
Cc1csc2nc(O)c(C(=O)NCCN3CCOCC3)c(=O)n12 | -1.8 | 1.14
O=C(CCS(=O)(=O)c1ccc(Cl)cc1)Nc1ccccc1Br | -1.5 | -0.4
C=CCOc1ccc(C2NC(=O)c3ccccc3O2)cc1 (stereo not given) | -1.5 | -0.08
O=C(O)c1cn(-c2ccccc2)nc1-c1cccnc1 | 1.0 | -0.63
O=C(Nc1ccc(Cl)cc1)C(c1ccccc1)N1CCOCC1 (stereo not given) | -1.3 | 0.5
O=C(OCCOc1cccc(Cl)c1)c1cc(S(=O)(=O)N2CCCCC2)ccc1N1CCOCC1 | 0.7 | 0
CCOC(=O)N1CCC(NC(=O)CSCc2nc(-c3ccc(OC)c(OC)c3)oc2C)CC1 | -0.8 | -1.03
Fc1ccc(-c2onc3ccc(C4OCCO4)cc23)cc1 | 5.8 | 0.78
CC(C)(C)NC(=O)Cn1c(=O)oc2cc(S(=O)(=O)N3CCc4ccccc43)ccc21 | -0.3 | 0.69
CN(CC(=O)Nc1ccc(F)cc1)C(=O)COc1ccccc1Cc1ccccc1 | 0.0 | -0.46
CCOC(=O)c1cnc2c(OC)cccc2c1N1CCN(c2ccc(OC)cc2)CC1 | -1.2 | -3.2
O=C1CC(NNC(=O)c2ccccc2)C(=O)N1 (stereo not given) | 0.3 | -0.41
CCOC(=O)C1CCCN(c2c(NCCc3ccc(Cl)cc3)c(=O)c2=O)C1 (stereo not given) | 0.3 | 0.12
CCOC(=O)CC1C(=O)NCCN1C(=O)c1cccc(C(F)(F)F)c1 (stereo not given) | -0.7 | -0.35
Cc1cc(C)nc(SCc2cc(=O)c(OC(=O)c3ccc(S(=O)(=O)N4CCCC4)cc3)co2)n1 | -0.7 | 1.79
Cc1ccc(NC(=O)c2ccco2)c([N+](=O)[O-])c1 | 0.4 | -0.28
COCCCNC(=O)C1CCC(CNS(=O)(=O)c2ccc3c(c2)N(C(C)=O)CCO3)CC1 (stereo not given) | 2.3 | 1.5
COc1cccc(CCC(=O)Nc2cc3c(cc2C(=O)O)OCCCO3)c1OC | 0.5 | ·
CCc1ccc(N2CC(C(=O)N/N=C/c3cccc([N+](=O)[O-])c3)CC2=O)cc1 (stereo not given) | -0.3 | 0.8
O=c1c2cnn(-c3ccccc3)c2nc(-c2cccs2)n1-c1ccc(Br)cc1 | 0.4 | -2.57
CSc1nnc(SCC#N)s1 | -0.6 | -0.03
C=C(C)Cn1c(COc2ccccc2)nnc1SCC(=O)O | -0.5 | 0.11
CCc1sc(C(=O)NCCc2ccc(S(N)(=O)=O)cc2)cc1Br | -2.3 | 0.05

(further entries)
SMILES | STK33 inh | Kir21 inh
N#Cc1cccnc1Nc1ccc(Cl)cc1 | -0.4 | -1.23
O=C(Nc1nc(-c2cc(F)ccc2F)cs1)C1=COCCO1 | 0.5 | -0.51
Cc1ccc(C(=O)N/C(=C\c2cn(C)c3ccccc23)C(=O)N2CCN(C)CC2)cc1 | 0.4 | 0.4
O=C(COc1ccc([N+](=O)[O-])cc1)Nc1nnc(-c2cccnc2)s1 | -2.4 | -1.08
CCn1c(-c2ccc(Cl)cc2)n[nH]c1=S | 0.4 | 0.31
Cc1nnc(SCc2ccccc2)nc1-c1ccccc1 | -0.9 | -0.92
CCC1(c2ccc(C)cc2)NC(=O)N(CC(=O)Nc2cccc(S(=O)(=O)N3CCCC3)c2)C1=O (stereo not given) | 0.7 | ·
CC1Cc2ccccc2N1C(=O)CNc1cccc(S(=O)(=O)N2CCCC2)c1 (stereo not given) | -0.1 | 0.11
COc1cc(-c2n[nH]c(=S)n2-c2ccccc2C(F)(F)F)cc(OC)c1OC | -0.7 | -0.09
CCn1c(=O)cc(SCC(=O)N2CCCCC2)c2ccccc21 | -1.2 | -0.06
Cc1nc(SCc2c(F)cccc2Cl)n[nH]1 | 1.2 | -0.65
CCN(CC)c1ccc(/C=C/C(=O)c2cccnc2)cc1 | -1.1 | -1.25
CN(C)/N=C/c1c(O)ccc2ccccc12 | -1.5 | -0.75
COc1ccc2oc(=O)c(C(=O)Nc3cccc(C(C)=O)c3)cc2c1 | -0.9 | -0.13
O=C(CCNC(=O)c1ccccc1Cl)Nc1ccc2c(c1)OCO2 | -0.7 | 0
CC(C)NS(=O)(=O)c1cccc2nsnc12 | -2.3 | -0.93
CC(=O)N1CCN(c2ccc(NCc3ccc(C(C)C)cc3)cc2)CC1 | -1.0 | -1.29
COc1ccc(N/N=C(/C)c2cnnc(-c3ccccc3)n2)cc1 | -2.2 | 1.07
Cc1ccccc1Nc1nnc(-c2ccc(C(=O)NCCO)cc2)c2ccccc12 | 0.5 | 0.11
Cc1cccc(-n2c(Cc3ccccc3)n[nH]c2=S)c1 | -0.8 | -1.73
O=C(O)c1nn2cc(CCO)cnc2c1Cl | -1.8 | -0.81
O=S(=O)(c1ccccc1)N1CCN(c2nc(-c3cccs3)nc3ccccc23)CC1 | -1.1 | -3.05
CN(C1CCCCC1)S(=O)(=O)c1ccc2c(c1)c(=O)c(C(=O)NCCN1CCCC1)cn2C | 1.0 | -0.08
COc1cccc(NC(=O)C2C3C=CC(C3)C2C(=O)O)c1 (stereo not given) | -0.2 | 0.95
O=c1c(Cl)c(NCc2ccc(F)cc2)cnn1C12CC3CC(CC(C3)C1)C2 | -1.4 | -0.33

Part of the list above, set out differently.
molecule	STK33 inh	Kir21 inh
Cc1nnc(SCc2ccccc2)nc1-c1ccccc1	-0.9	-0.92
Cc1nc(SCc2c(F)cccc2Cl)n[nH]1	1.2	-0.65
O=C(CCNC(=O)c1ccccc1Cl)Nc1ccc2c(c1)OCO2	-0.7	0

The list goes on.
SMILES | STK33 inh | Kir21 inh
O=C(O)CCC(=O)N1N=C(c2c(-c3ccccc3)c3cc(Cl)ccc3[nH]c2=O)CC1c1ccccc1 (stereo not given) | 1.9 | 2.2
COc1ccccc1C(=O)Oc1ccc(C(C)C)cc1 | -2.8 | -1.9
O=c1c(Oc2ccccc2F)coc2cc(OCc3cnn(-c4ccccc4)c3)ccc12 | -1.5 | -0.08
COc1ccc(-c2csc(N(CCCN(C)C)C(=O)c3ccccc3C)n2)cc1 | 0.7 | -0.19
O=C(c1ccc2nccnc2c1)N1CCCC(N2CCN(c3ccc(F)cc3)CC2)C1 (stereo not given) | 2.8 | -0.48
COc1ccc(-n2c(SCC(=O)NCC3CCCO3)nc3c([nH]c4ccccc43)c2=O)cc1 (stereo not given) | 0.6 | 3.49
O=C(CCC(=O)c1cccs1)NCc1ccccc1Cl | -1.6 | ·
CC1(C)OC(=O)C(=CNC(Cc2c[nH]c3ccccc23)C(=O)O)C(=O)O1 (stereo not given) | -1.4 | 0.33
Cc1nc2c(sc3nc(N4CCOCC4)c4c(c32)CC(C)(C)OC4)c(-c2ccc(Cl)cc2)c1C(=O)O | -2.2 | 1.56

Rows were taken by chance; about 0.84% have a hit in one of these screens.
